Compound activity (PubChem)
M1 PAM = human M1 muscarinic receptor positive allosteric modulators, primary screen, CHO-K1 cells, Fluo-8 calcium fluorescence, 1536-well | AID 588819, 2011 | Muscarinic acetylcholine receptor M1 (Homo sapiens), P11229 | 0.088% of 360,000 active | CHO-K1 hM1, ACh EC20; 0% = ACh EC20, 100% = maximal ACh | activation, % at 3 µM; in the data active = activation above about 19%, passing the limit was not always enough
Target sequence (P11229 whole entry, looked up): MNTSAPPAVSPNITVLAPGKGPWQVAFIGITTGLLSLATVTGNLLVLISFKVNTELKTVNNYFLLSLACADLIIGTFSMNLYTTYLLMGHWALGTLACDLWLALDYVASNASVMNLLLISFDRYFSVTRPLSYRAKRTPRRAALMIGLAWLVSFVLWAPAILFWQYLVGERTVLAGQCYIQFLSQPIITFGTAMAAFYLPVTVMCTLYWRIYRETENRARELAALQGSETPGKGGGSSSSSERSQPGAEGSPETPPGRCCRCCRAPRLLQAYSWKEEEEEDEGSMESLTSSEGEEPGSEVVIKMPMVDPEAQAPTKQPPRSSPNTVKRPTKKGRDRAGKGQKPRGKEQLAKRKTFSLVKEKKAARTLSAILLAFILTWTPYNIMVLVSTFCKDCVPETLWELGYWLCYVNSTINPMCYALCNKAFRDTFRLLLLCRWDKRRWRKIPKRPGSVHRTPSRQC
M1 antag = human M1 muscarinic receptor antagonists, primary screen, CHO-K1 cells, Fluo-8 calcium fluorescence, 1536-well; AID 588852, 2011; 1.3% of 360,000 active; CHO-K1 hM1, ACh EC80 antagonist; inhibition, % at 3 µM;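 active = percent inhibition above its own plate's cutoff, namely the mean of that plate's compound wells plus 3 SD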;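 also: peak over basal fluorescence ratio during 140 s after agonist addition; 0% = ACh EC80 plus DMSO and 100% = DMSO alone without agonist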
M1 ag = human M1 muscarinic receptor agonists, primary screen, Fluo-8 calcium fluorescence, CHO-K1 cells, HTS; Muscarinic acetylcholine receptor M1 (Homo sapiens), P11229; activation, % at 3 µM; 0.33% of 360,000 active; CHO-K1 hM1, agonist mode; 0% DMSO, 100% acetylcholine EC100;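 active = activation above the run's mean compound activation plus 3 SD, cut at about 16% in these data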;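 also: peak over basal fluorescence ratio within a 140 s kinetic read after compound addition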
M4 ag = human M4 muscarinic receptor agonists, primary screen, CHO-K1 cells, Fluo-8 calcium fluorescence; Muscarinic acetylcholine receptor M4 (Homo sapiens), P08173; CHO-K1 hM4/Gqi5; vehicle 0%, full acetylcholine response 100%; activation, % at 3 µM; 0.14% of 360,000 active;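 active = activation above the run mean over all test wells plus 3 SD, cut at about 32% in these data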;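 also: peak over basal fluorescence ratio per well then scaled between controls; 0% = DMSO wells and 100% = acetylcholine at EC100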
Target sequence (P08173 whole entry, looked up): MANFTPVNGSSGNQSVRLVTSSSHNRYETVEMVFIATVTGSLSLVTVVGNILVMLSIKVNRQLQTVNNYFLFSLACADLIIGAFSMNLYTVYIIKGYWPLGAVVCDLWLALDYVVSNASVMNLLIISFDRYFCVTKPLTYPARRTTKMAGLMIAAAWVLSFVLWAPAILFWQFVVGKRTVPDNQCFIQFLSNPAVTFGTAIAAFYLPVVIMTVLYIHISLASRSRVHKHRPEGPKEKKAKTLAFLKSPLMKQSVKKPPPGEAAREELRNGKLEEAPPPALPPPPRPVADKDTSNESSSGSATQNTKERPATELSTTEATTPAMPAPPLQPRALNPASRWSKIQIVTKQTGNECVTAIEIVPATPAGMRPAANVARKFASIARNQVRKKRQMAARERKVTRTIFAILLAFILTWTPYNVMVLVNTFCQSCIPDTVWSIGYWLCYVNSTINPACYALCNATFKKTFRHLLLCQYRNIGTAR
TAAR1 ag = human TAAR1 agonists, primary screen, Fluo-8 calcium fluorescence, CHO RD-HGA16 cells; Trace amine-associated receptor 1 (Homo sapiens), Q96RJ0; vehicle wells 0%, saturating PEA agonist 100%; activation, % at 3 µM; 0.99% of 360,000 active;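 active = activation above the mean activation of all test compounds in the run plus 3 SD, cut at about 38% in these data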
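Test system: RD-HGA16 (CHO) cells co-expressing Gα16 and hTAAR1 / Benchmarks: DMSO vehicle as 0%, PEA at EC100 as 100% / Repeats: no replicates (n 1) / Measure: % activation from peak over basal fluorescence ratio, DMSO-to-PEA scaled / Timing: 17-24 h plating, Fluo-8 75 min 37 °C, 30 min RT / Technique: kinetic Fluo-8 calcium fluorescence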
CHRM5 antagonist = human M5 muscarinic receptor antagonists, primary screen, CHO cells, Fluo-8 calcium fluorescence; CHO-hM5 cells, ACh EC80; inhibition, % at 3 µM; 0.59% of 360,000 active; AID 624040, 2012;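 active = inhibition above a per-plate cutoff, the mean of that plate's test compounds plus 3 SD, cut at about 27% in these data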;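 also: 0% = acetylcholine EC80 with DMSO and 100% = DMSO without agonist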
M4 antag = human M4 muscarinic receptor antagonists, primary screen, CHO cells, Fluo-8 calcium fluorescence; inhibition, % at 3 µM; Muscarinic acetylcholine receptor M4 (Homo sapiens), P08173; CHO-hM4 cells, ACh EC80; 0.73% of 360,000 active;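 active = inhibition above its plate's cutoff, the mean inhibition of sample wells plus 3 SD, cut at about 27% in these data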;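 also: 0% = acetylcholine EC80 with DMSO and 100% = DMSO without agonist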
M5 PAM = human M5 muscarinic receptor positive allosteric modulators, primary screen, CHO-K1 cells, Fluo-8 calcium fluorescence | CHO-K1 hM5, ACh EC20 PAM; 0% = ACh EC20, 100% = ACh EC100 | activation, % at 3 µM | 0.3% of 360,000 active | Muscarinic acetylcholine receptor M5 (Homo sapiens), P08912;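 active = activation above the run cutoff, the mean activation of all test compounds plus 3 SD, cut at about 18% in these data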
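Test system: CHO-K1 hM5 cells / Doses: single-point, 3 µM nominal / Times: Post-acetylcholine fluorescence recording 140 s / Technique: Fluo-8 calcium fluorescence / Measure: Max/basal fluorescence ratio as % of EC20–EC100 ACh window / Benchmarks: low control EC20 acetylcholine (0%), high control EC100 acetylcholine (100%) / Replicates: one well per compound, no replicates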
M5 ag = human M5 muscarinic receptor agonists, primary screen, CHO-K1 cells, Fluo-8 calcium fluorescence; Muscarinic acetylcholine receptor M5 (Homo sapiens), P08912; CHO-K1 hM5 cells; 0% DMSO wells, 100% maximal acetylcholine response; activation, % at 3 µM; 0.19% of 360,000 active; AID 624037, 2012;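 active = activation above the run's mean over test compounds plus 3 SD, cut at about 23% in these data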;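 also: signal is peak over basal fluorescence ratio across the kinetic read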
Starred values were filed as active, the others as inactive; nt = no result given. An excerpt, so the mix of outcomes need not match the whole.

SMILES	M1 PAM	M1 antag	M1 ag	M4 ag	TAAR1 ag	CHRM5 antagonist	M4 antag	M5 PAM	M5 ag
O=C(O)COc1c(-c2ccc(Cl)cc2)oc2ccccc2c1=O	3.9	-2.0	-1.8	0.1	3.2	-5.4	5.1	0.0	0.0
CC(=O)c1cccc(NC(=O)c2ccc(N(Cc3ccccc3)S(C)(=O)=O)cc2)c1	-2.2	4.1	1.4	19.0	19.7	7.4	10.2	-12.1	1.7
Cc1nc(NC(=O)CC(C)C)sc1-c1csc(Nc2ccc(Cl)cc2Cl)n1	7.8	3.1	2.3	-0.8	-0.1	-0.3	3.4	7.3	8.2
CC(=O)Nc1sc(N)nc1-c1ccccc1	16.8	-24.4	1.3	1.0	0.8	1.1	-20.6	-3.8	2.9
CCc1nc2c(OCc3cc(Cl)cc(Cl)c3)cccn2c1N(C=O)Cc1ccc(OC)cc1	-4.5	-5.5	-9.2	0.4	-0.6	-5.5	-7.3	-0.8	-1.9
O=C(O)c1ccc(CSc2nc(-c3ccccc3)cc(C(F)(F)F)n2)cc1	2.3	-0.5	-4.2	1.1	0.9	-2.1	-1.6	4.5	-1.2
CCn1nnc(NC(=O)COc2ccc(C3CCCCC3)cc2)n1	-4.4	11.8	2.0	6.8	nt	15.7	4.5	-12.9	3.7
C[C@@H]1COC(=O)[C@@H](CC(=O)OC(C)(C)C)C/C=C\C[C@@H](CC(=O)NCCO)C(=O)N1	1.1	-1.6	-1.8	0.1	0.9	-2.9	0.7	-2.4	-1.9
CCOC(=O)c1ccc(NC(=O)C2CCCO2)cc1 (stereo unspecified)	2.3	-6.3	-3.5	0.9	10.3	-3.1	-1.9	-5.0	-1.2
O=C(NC1CCCC1)C(c1cccnc1)N(Cc1ccccc1F)C(=O)c1csnn1 (stereo unspecified)	-3.7	8.9	-1.7	1.5	-1.6	8.2	-2.7	-4.0	-0.9
N#Cc1ccccc1NC(=O)CNc1cc(S(=O)(=O)N2CCOCC2)ccc1NCC1CCCO1 (stereo unspecified)	14.1	-18.5	-5.5	1.2	0.0	1.2	-12.8	-0.5	-1.5
O=C(O)C1CCC(Cn2c(SCc3cc(=O)n4cc(Cl)ccc4n3)nc3ccsc3c2=O)CC1 (stereo unspecified)	-6.3	5.1	-6.3	0.4	2.5	7.4	7.3	1.2	-6.2

The final four entries of the section before come first, to join the parts:
SMILES	M1 PAM	M1 antag	M1 ag	M4 ag	TAAR1 ag	CHRM5 antagonist	M4 antag	M5 PAM	M5 ag
CCOC(=O)c1ccc(NC(=O)C2CCCO2)cc1 (stereo unspecified)	2.3	-6.3	-3.5	0.9	10.3	-3.1	-1.9	-5.0	-1.2
O=C(NC1CCCC1)C(c1cccnc1)N(Cc1ccccc1F)C(=O)c1csnn1 (stereo unspecified)	-3.7	8.9	-1.7	1.5	-1.6	8.2	-2.7	-4.0	-0.9
N#Cc1ccccc1NC(=O)CNc1cc(S(=O)(=O)N2CCOCC2)ccc1NCC1CCCO1 (stereo unspecified)	14.1	-18.5	-5.5	1.2	0.0	1.2	-12.8	-0.5	-1.5
O=C(O)C1CCC(Cn2c(SCc3cc(=O)n4cc(Cl)ccc4n3)nc3ccsc3c2=O)CC1 (stereo unspecified)	-6.3	5.1	-6.3	0.4	2.5	7.4	7.3	1.2	-6.2
COc1cc(CNC2CCCCCC2)cc(OC)c1	-1.4	0.4	-9.3	1.1	10.6	6.0	4.0	-5.1	-1.8
CCc1cccc(N(C(=O)c2csnn2)C(C(=O)NC2CCCC2)c2cccnc2)c1 (stereo unspecified)	-4.2	5.5	-3.0	2.5	-1.4	21.4	-12.0	-4.8	-3.0
Cc1ccc(N(CC(=O)NCc2ccco2)C(=O)CNS(=O)(=O)c2ccc(F)cc2)c(C)c1	17.9	-15.8	2.5	3.0	5.7	11.7	0.2	1.3	-0.9
C=CCOc1ccc2ccccc2c1CNCCCN1CCOCC1	2.0	-9.0	-9.2	0.1	6.9	-4.7	1.5	6.7	-4.1
O=C(OCC(=O)c1ccc(S(=O)(=O)N2CCCC2)cc1)C1=COCCO1	0.6	4.0	-4.6	0.6	9.7	1.6	-0.9	-3.2	-2.4
Oc1ccc(N2CCN(C(c3ccccn3)c3nnnn3C3CCCC3)CC2)cc1 (stereo unspecified)	0.0	3.9	-3.1	-0.2	-1.5	-0.6	-8.7	-3.4	0.0
COc1ccc(N=Nc2c(-c3ccc(OC)cc3)[nH]oc2=O)cc1	8.0	-11.9	-4.4	0.3	3.1	-2.2	0.6	11.5	0.5
O=C(NNc1c(Cl)cc(Cl)cc1Cl)c1n[nH]c(=O)c2ccccc12	10.3	-10.9	0.4	0.2	0.6	-0.7	3.7	13.9	6.3
CCOc1ccc(/C(CC)=N/NC(=O)C2(C)CC2(Br)Br)cc1 (stereo unspecified)	-3.2	1.9	-1.8	-1.8	0.4	4.2	-9.4	-3.4	-1.2
CCOC(=O)c1ccc(N2C(=O)C(CC(N)=O)N(CCc3ccc(OC)c(OC)c3)C2=S)cc1 (stereo unspecified)	12.4	-12.1	-1.5	0.7	-0.4	4.1	-1.7	3.5	0.4
COc1ccc(CCN2CC(C(=O)NCc3cccc4[nH]ccc34)CCC2=O)cc1 (stereo unspecified)	0.6	0.7	-1.6	11.5	8.7	22.4	-1.2	-14.9	0.3
Cc1cc(C)c2sc(C)[n+](CCCS(=O)(=O)[O-])c2c1	1.5	6.2	-0.2	1.3	1.0	-2.4	-4.0	-1.1	3.9
CCc1cc(C(=O)Nc2ccc(OC)nc2)sc1C	8.2	-0.4	-3.0	13.8	2.2	12.4	6.2	-10.2	0.7
CCOC(=O)CC1C(=O)NCCN1C(=O)Nc1ccc(Cl)cc1 (stereo unspecified)	9.7	-38.1	1.2	1.4	7.9	0.3	-5.1	-2.2	-0.9
Cn1c(CO)cnc1SCC(=O)c1ccc(Br)cc1	3.3	-1.6	-10.8	1.5	3.0	-6.2	-7.1	1.9	0.2
Cn1cc(CN2CCCC(CO)C2)c(-c2ccc(Oc3ccccc3)cc2)n1 (stereo unspecified)	-1.7	-4.1	-12.1	1.0	4.0	10.7	-5.7	-2.3	-4.2
Cc1ncc(S(=O)(=O)c2ccc(Cl)cc2)c(-c2ccccc2)n1	10.6	-5.3	-3.5	-0.2	-0.9	-2.6	3.5	2.7	-1.1
CCC(C)(C)C1CCC(NC(=O)N2CCN(c3ccccc3O)CC2)CC1 (stereo unspecified)	13.5	-22.1	-2.7	0.9	-0.7	10.9	2.4	-3.0	0.1
O=C(Cc1csc(N2CCOCC2)n1)N/N=C/c1ccc(O)c(O)c1O	0.8	-1.7	-4.8	0.2	3.8	8.7	4.1	4.6	5.1
Cc1cccc(NC(=O)C2CCN(c3nc(C)cc(C)n3)CC2)c1	1.4	-2.9	-5.0	-0.6	1.5	-2.3	-7.3	3.3	-0.4
CCOC(=O)CNC(=O)c1sc(NC(=O)c2cccc(F)c2)nc1C	1.6	-20.7	-3.7	0.6	-0.6	3.8	3.4	-4.2	-2.2
O=C(Cn1cnc2c(OCc3ccccc3)ncnc21)NCc1ccccn1	14.9	-17.4	-1.6	1.0	1.1	9.1	-2.6	-1.3	1.9
O=C(COC(=O)c1cc(S(=O)(=O)N2CCOCC2)ccc1F)NCCc1ccc(F)cc1	2.8	-2.6	-3.5	6.1	7.8	10.4	-5.1	-11.1	0.4
CCOC(=O)C1=C(C)OC(N)=C(C#N)C1c1cc2c(cc1Br)OCO2 (stereo unspecified)	9.1	-7.7	-1.1	-0.2	11.0	-12.1	-0.5	3.0	3.0
O=c1[nH]c(=S)[nH]c2nc(-c3ccccc3)cnc12	1.8	-8.9	-3.8	-0.3	-1.0	3.1	0.9	1.0	-1.3
COc1cc(C2CC(=O)NC(SCC(=O)Nc3ccccc3C)=C2C#N)ccc1O (stereo unspecified)	-2.1	-7.7	5.8	2.5	20.0	1.6	5.8	-3.7	7.5
Cc1cc(N2CCN(S(=O)(=O)c3ccc(Cl)c(Cl)c3)CC2)c2ccccc2n1	-11.5	12.9	-5.8	8.0	9.7	11.4	3.9	-3.9	-3.5
O=C(COC(=O)C12CC3CC(CC(O)(C3)C1)C2)Nc1ccccc1OC(F)F	4.1	-4.7	-2.5	2.5	9.1	-2.9	0.2	-1.1	0.2
COc1ccc(NC(=O)c2ccc3c(c2)C(=O)N(CC2CCCO2)C3=O)c(OC)c1 (stereo unspecified)	9.0	1.9	4.9	2.5	1.8	-1.3	-16.9	1.8	-1.2
O=C(NCC(c1ccco1)N1CCN(c2ccccc2)CC1)c1ccc2c(c1)OCO2 (stereo unspecified)	11.5	-16.8	-2.5	1.2	-1.5	-1.5	-4.2	3.9	-1.4
CCC1=NN2C(=N)/C(=C\c3ccc(SCc4ccco4)o3)C(=O)N=C2S1	6.8	-9.9	3.5	3.0	17.6	-1.2	0.5	-3.0	-0.8
O=C(Nc1nnc(CCN2CCCCC2)s1)c1ccccc1	7.7	-6.6	-8.5	0.9	6.5	5.6	0.0	-5.2	-9.3
CC(=O)Nc1ccc(N2C(=O)CSC2c2cccc([N+](=O)[O-])c2)cc1 (stereo unspecified)	4.4	-2.4	-5.8	2.7	2.5	-2.9	2.8	9.1	-1.8
CCOC(=O)c1ccc(N2C(=O)C3ON(c4ccccc4)C(c4ccco4)C3C2=O)cc1 (stereo unspecified)	-3.4	-1.9	-2.9	4.1	nt	1.6	-9.7	-5.2	0.1
CC[C@]12c3[nH]c4ccccc4c3CCN1C(=O)C(CC(=O)NCc1cccc(C(F)(F)F)c1)C[C@@H]2C(=O)N1CCN(C(=O)c2ccco2)CC1 (stereo partly specified)	20.0	-14.8	-3.2	-0.8	3.8	-0.2	-8.5	-0.9	-0.8
Cc1ccc(N(CC(=O)NCC2CCCO2)S(C)(=O)=O)cc1Cl (stereo unspecified)	3.0	4.7	-6.6	1.0	2.9	12.7	2.0	-2.6	-0.1
CN(CC1CCN(CCc2cccc(C(F)(F)F)c2)CC1)C(=O)c1ccc(F)cc1	-4.1	-13.5	-8.9	1.4	-0.9	6.7	8.6	-9.9	-23.1
CCOCCCn1c(SCC(=O)NC2CCCCC2)nc2ccccc2c1=O	0.8	-3.4	-3.3	0.5	3.2	-2.5	-7.1	-0.4	-0.6
